High-throughput results: PubChem BioAssay, NCI
NCI-60 one-dose screen, 48 h, at 10 µM unless noted. Numbers give growth in % (100 = growth as untreated, 0 = no growth, -100 = all killed).
SNB-19 – SNB-19 CNS cancer cells | hit rate 2.5% among 81,000 | AID 1794751
HCC-2998 – HCC-2998 colon cancer; hit rate 4.7% among 79,000
SNB-75 – SNB-75 CNS cancer. hit rate 5% among 79,000. AID 1794750
HCT-116 – HCT-116 colon cancer | AID 1794798 | hit rate 7.3% among 82,000
HCT-15 – HCT-15 colon cancer. hit rate 5.2% among 82,000. AID 1794746
SW-620 – SW-620 colon cancer; AID 1794795; hit rate 5.2% among 82,000
SF-268 – SF-268 CNS cancer cells; hit rate 3.1% among 82,000
KM12 – KM12 colon cancer cells. AID 1794800. hit rate 5% among 82,000
HT29 – HT29 colon cancer; hit rate 7.4% among 81,000
* hit, by the source's call; . = not tested or not shown; & = joins results of further samples. Rule for the calls: active = growth percent below 10; inactive = the rest.

SMILES	SNB-19	HCC-2998	SNB-75	HCT-116	HCT-15	SW-620	SF-268	KM12	HT29
COc1cc(N(C(C)=O)c2ccc(O)c(C(=O)O)c2)c2ncccc2c1	101	102	91	103	105	106	109	110	107
CC(O)Cc1c[nH]c(=O)[nH]c1=O (stereo not drawn)	108	119	120	97	98	95	90	96	114
COc1ccc(-c2nc(N=Nc3c(O)[nH]c4ccc(Cl)cc34)nc(N3CCOCC3)c2C#N)cc1	98	102	77	97	103	106	100	104	102
COc1cccc(N2CCN(C(=O)c3cc4ccccc4nc3Nc3cc(OC)c(OC)c(OC)c3)CC2)c1	86	116	86	90	94	93	80	96	108
Nc1ncc(-c2cnn(C3CCNCC3)c2)cc1-c1nc2cc(Cl)ccc2o1	-91*	-100*	-98*	-100*	-85*	-100*	-83*	-100*	-100*
CCOC(=O)CCC(=O)Oc1ccc2c(c1)C(=O)c1ccc(OC(=O)CCC(=O)OCC)cc1C2=O	89	.	92	99	102	101	116	113	108
COc1cc(-c2nc(-c3nnc(-c4ccc(F)c(Cl)c4)o3)c3ccccn23)cc(OC)c1OC	4.5*	64	3.2*	-31*	55	59	.	5.7*	15
Cc1c(O)c(O)cc2c3c(oc12)CC(c1ccc(Cl)cc1)CC3=O (stereo not drawn)	103	88	102	77	51	85	80	92	103
O=C(c1ccccc1)N(Cc1ccccc1)Cc1ccccc1	82	103	86	73	92	89	108	101	82
CC(O)(c1ccccc1)C(c1ccccc1)C1CCCCN1 (stereo not drawn)	99	107	100	97	97	103	100	104	99
COc1cccc2c(N=NC(=O)c3ccc(S(N)(=O)=O)cc3)c(O)[nH]c12	97	113	95	99	99	95	106	101	106
CN(C)c1ccc(/C=N/N=C(N)N)cc1	74	68	67	53	49	37	87	43	26
CC(C)(C)CC(C)(C)NC(=O)Nc1ncccc1OCc1ccccc1	96	93	91	75	86	99	93	94	81
O=C(Nc1cccc(Nc2ccc(Cl)nn2)c1)Nc1ccc(Cl)c(C(F)(F)F)c1	56	70	77	30	43	74	88	32	75
Fc1ccc(-c2nc(Nc3ccc(-c4nc5ccccc5[nH]4)cc3)nc(N3CCOCC3)n2)cc1	-81*	-90*	-93*	-86*	-93*	-74*	-83*	-91*	-79*
O=C(NCCCNc1nccc(-n2ccc3cccnc32)n1)c1ccc(Cl)cc1	97	106	.	98	98	115	101	102	104
O=C(c1ccncc1)N1N=C(c2ccc(Cl)cc2)CC1c1c[nH]c2ccccc12 (stereo not drawn)	105	105	82	94	94	96	94	97	101
O=c1cc(C2NNC(=S)N2)c2ccc3ccccc3c2o1 (stereo not drawn)	93	113	105	95	98	92	102	100	100
C/C(O)=C(/C=N\C(=S)Nc1ccc(Cl)c(Cl)c1)C(=O)Nc1ccccc1C	102	112	88	94	93	100	100	99	94
Cc1c(C(CC(=O)O)c2ccccc2)c(=O)[nH]n1-c1ccccc1 (stereo not drawn)	96	98	88	112	104	101	99	107	102
COc1cc(-c2ccc(C)n2-c2ccc(-c3nc4cc(OC)c(OC)c(OC)c4s3)cc2)cc(OC)c1OC	85	103	.	72	87	94	89	91	92
O=C(/C=C/c1cc([N+](=O)[O-])ccc1Cl)c1ccccc1	88	103	68	-100*	110	6.4*	95	5.3*	14
CCCCC/C(=C\c1ccccc1)C1OCC(COCC)O1 (stereo not drawn)	109	98	96	98	103	104	102	104	85
CN(C)c1nc(-c2ccco2)n2nc(-c3cccs3)cc2n1	94	98	80	94	76	92	90	80	96
CNc1nc(S(=O)c2ccc(C#N)cc2)nc2ccccc12 (stereo not drawn)	91	.	60	51	81	76	88	99	82
O=[N+]([O-])c1ccc(N/N=C/c2cccc(O)c2)nc1	110	102	103	91	85	115	86	85	105
O=c1sn(-c2cccc3ccccc23)c(=O)n1Cc1ccccc1	101	110	105	88	104	110	105	104	100
Cc1sc2nc(N3CC(C)OC(C)C3)[nH]c(=O)c2c1C (stereo not drawn)	101	106	102	96	92	94	98	105	96
Cc1ccc(NC(=O)c2ccccc2)c(NC(=O)c2ccccc2)c1	101	114	86	102	101	106	111	112	109
O=c1[nH][nH]c(=O)c2c([N+](=O)[O-])cccc12	108	106	86	101	107	100	102	103	105
CC1NC(=S)NC(=O)/C1=C/c1cc(=O)oc2ccc(Cl)cc12 (stereo not drawn)	108	103	83	100	102	96	93	104	86
Cc1[nH]c2ccccc2c1C(C[N+](=O)[O-])c1ccccc1 (stereo not drawn)	96	109	.	103	97	102	98	102	100
Cc1ccc(N)cn1	96	107	128	102	98	99	108	105	103
CCCCCCCCCCCCCCCCOC(=O)c1ccccc1O	103	114	91	105	106	108	99	108	107
C[C@H]1CCC/C=C/[C@@H]2C[C@H](O)C[C@H]2[C@H](O)/C=C/C(=O)N1	106	111	36	94	105	96	130	123	101
COc1ccc(/C=C2\C=C(c3nc4ccccc4s3)OC2=O)cc1	99	113	90	102	93	97	101	96	102
CON1CCC[C@]2(C)[C@H]3CC[C@@H]4[C@H]5[C@H]([C@@H](C)O)CC[C@]5(CO)CC[C@@]4(C)[C@]3(C)CC[C@H]2C1(C)C	97	100	104	90	91	98	96	97	100
CC(=O)Nc1nc(-c2ccc(N3CCN(C)CC3)c(NS(=O)(=O)c3cccc4c(N(C)C)cccc34)c2)cs1	59	43	56	28	19	71	78	60	22
NC(=O)C1(N2CCCC2)CCN(Cc2ccccc2)CC1	106	115	105	95	104	105	103	106	109
O=S(=O)(O)c1ccc(N=Nc2cc(S(=O)(=O)O)c3ccccc3c2O)c2ccccc12	106	104	97	109	99	95	97	98	107
O=C(Nc1ccccc1)Nc1ncnc2c1ncn2-c1ccc(F)cc1	98	115	100	97	90	98	92	90	94
O=S(=O)(NNS(=O)(=O)c1ccccc1)c1ccccc1	100	109	99	92	104	95	93	94	99
CCCCCC(CCCCC)=C(C#N)C(=O)OCC	90	99	114	87	94	106	103	107	87
O=C(/C=C/c1c[nH]c2ccccc12)c1cc2ccccc2o1	96	105	92	62	83	95	81	76	99
NNc1ncnc2nc[nH]c12	96	78	89	24	44	42	84	46	54

Taken from above.
O=S(=O)(O)c1ccc(N=Nc2cc(S(=O)(=O)O)c3ccccc3c2O)c2ccccc12 @ HCT-116: 109
C[C@H]1CCC/C=C/[C@@H]2C[C@H](O)C[C@H]2[C@H](O)/C=C/C(=O)N1 @ KM12: 123
Cc1[nH]c2ccccc2c1C(C[N+](=O)[O-])c1ccccc1 (stereo not drawn) @ SNB-19: 96
O=S(=O)(NNS(=O)(=O)c1ccccc1)c1ccccc1 @ SF-268: 93
CCCCCC(CCCCC)=C(C#N)C(=O)OCC @ HCT-15: 94
NC(=O)C1(N2CCCC2)CCN(Cc2ccccc2)CC1 @ SF-268: 103

Carrying on.
SMILES	SNB-19	HCC-2998	SNB-75	HCT-116	HCT-15	SW-620	SF-268	KM12	HT29
Oc1cccc(-c2nnc(-c3cccc(O)c3)nn2)c1	109	94	79	85	67	99	84	68	96
CCN(CC)CCCC(C)Nc1nccc2c(Cl)cccc12 (stereo not drawn)	92	.	79	86	108	100	94	110	78
CCCn1cnc2c(NCc3ccc(C)s3)nc(N[C@H](CC)CO)nc21	93	110	86	101	94	98	98	104	92
CCOC(=O)c1c(C)nn(CC(O)c2ccccc2)c1NC(=O)Nc1cccc(F)c1 (stereo not drawn)	95	95	77	84	85	83	84	83	96
Cc1ccc(S(=O)(=O)N/N=C/C(=O)O)cc1	101	117	84	105	109	107	105	100	112
CSc1nnc(-c2cc(-c3ccccc3)nc3ccccc23)n1-c1ccccc1	98	103	79	78	92	100	82	94	107
Cc1ccc(C(=O)NNC(=O)c2ccc3ccccc3c2)cc1	101	105	98	99	101	103	103	105	104
O=[N+]([O-])c1ccc(-c2nc(-c3ccccc3)c(-c3ccccc3)n2-c2ccccc2)cc1	66	-37*	80	33	12	49	66	37	16
O=C(Nc1ccncc1)C(=O)c1cn(S(=O)(=O)c2cccc(F)c2)c2ccccc12	77	66	30	19	25	22	76	28	1.1*
COc1ccc(-c2csc(NC(=O)CSc3nc(N)cc(=O)[nH]3)n2)cc1	92	111	107	86	97	103	103	98	104
O=c1c(CNc2ccc(S(=O)(=O)Nc3nccs3)cc2)coc2ccccc12	95	105	74	100	100	101	113	111	101
O=S(=O)(Nc1ccccc1O)c1ccccc1	95	106	78	101	102	100	98	120	117
CN1C(=O)c2cc(Cl)nc3c(NC(=O)c4cccc(Cl)c4)c(Cl)c(NC(=O)c4cccc(Cl)c4)c1c23	2.1*	9.2*	75	-56*	-84*	-58*	3.1*	64	-58*
O=C1/C(=C/c2ccco2)SC(=S)N1CC(=S)C1C=CS(=O)(=O)C1 (stereo not drawn)	91	92	81	92	85	108	86	94	111
O=c1c2c(=NCCN3CCCC3)cc3c(=O)n(CCCN4CCOCC4)c(=O)c4ccc(c(O)n1CCCN1CCOCC1)c2c4-3	1.1*	-46*	-89*	0.4*	-12*	-15*	-27*	-21*	-17*

Compound profiles, from the list above.
Shown for `O=S(=O)(Nc1ccccc1O)c1ccccc1` = SNB-19: 95; HCC-2998: 106; SNB-75: 78; HCT-116: 101; HCT-15: 102; SW-620: 100; SF-268: 98; KM12: 120; HT29: 117
Shown for `Cc1ccc(C(=O)NNC(=O)c2ccc3ccccc3c2)cc1` = SNB-19: 101; HCC-2998: 105; SNB-75: 98; HCT-116: 99; HCT-15: 101; SW-620: 103; SF-268: 103; KM12: 105; HT29: 104

Later entries.
SMILES	SNB-19	HCC-2998	SNB-75	HCT-116	HCT-15	SW-620	SF-268	KM12	HT29
O=[N+]([O-])c1cc(O)cc2cccnc12	105	110	79	108	107	102	104	107	103
CCCCCCCCCCCCCCCC(=O)O[C@@H]1[C@@H](O)[C@@H](O)C([C@H](NC(=O)[C@@H]2C[C@@H](CCC)CN2C)[C@H](C)Cl)O[C@@H]1SC (stereo partly drawn)	101	115	96	103	100	114	105	101	111
COc1ccc2c(c1)CC[C@@H]1[C@@H]2CC[C@]2(C)C3C(=CC(COC(C)=O)C4C(=O)c5c(O)cccc5C(=O)C43)C[C@@H]12 (stereo partly drawn)	112	109	92	89	84	83	122	98	85
O=C1CC2CC=CCN2C=C1NC(=O)c1cccs1 (stereo not drawn)	111	121	94	90	98	112	110	106	87
Cc1csc(N)n1	101	90	102	108	109	108	.	.	107
CC[C@H](Nc1nc(N)nc(C2CC2)c1C#N)c1nc2cccc(NCc3ccc(C(=O)NO)cc3)c2c(=O)n1-c1ccccc1	7.2*	0.5*	-2.6*	-60*	19	12	4.2*	8.7*	13
CC(C)(C)OC(=O)N1C/C(=C\c2ccccc2F)C(=O)/C(=C/c2ccccc2F)C1	99	110	97	88	108	103	96	110	90
COc1cccc(-c2nc(Nc3ccccc3S(N)(=O)=O)c3ccccc3n2)c1	81	123	57	90	96	105	112	110	114
COc1cc(C2CC(c3ccc4c(c3)OCO4)=NN2C=O)ccc1OCc1cc(OC)c(OC)c(OC)c1 (stereo not drawn)	76	94	78	82	79	92	86	90	69
Cc1ccc2c(c1)C(=O)N(c1ccc(S(N)(=O)=O)cc1)C2=O	.	105	98	105	100	103	95	102	95
CC(=O)Nc1ccc(/C=C/C(=O)c2ccccc2)cc1	78	113	.	77	92	53	89	47	84
COc1cc([C@@H]2c3cc4c(cc3[C@H](OC3OC5COC(c6ccccc6)OC5C(O)C3O)[C@H]3COC(=O)[C@H]23)OCO4)cc(OC)c1OC (stereo partly drawn)	80	-5.2*	76	12	41	44	29	43	23
COc1ccc(OC)c(-n2cc(C#N)c(N)c2C(C)=O)c1	99	109	88	99	102	110	106	97	101
Cc1ccc(C2=N/C(=C\c3ccccc3)C(=O)O2)cc1	104	100	90	114	100	103	99	109	108
Nc1ccc(N)c2c(O)c3ccccc3c(O)c12	114	129	70	104	112	109	107	91	112

An excerpt from above in order of SMILES length, ascending:
SMILES	SNB-19	HCC-2998	SNB-75	HCT-116	HCT-15	SW-620	SF-268	KM12	HT29
O=S(=O)(Nc1ccccc1O)c1ccccc1	95	106	78	101	102	100	98	120	117
Cc1sc2nc(N3CC(C)OC(C)C3)[nH]c(=O)c2c1C (stereo not drawn)	101	106	102	96	92	94	98	105	96
CC(C)(C)CC(C)(C)NC(=O)Nc1ncccc1OCc1ccccc1	96	93	91	75	86	99	93	94	81
O=C(/C=C/c1cc([N+](=O)[O-])ccc1Cl)c1ccccc1	88	103	68	-100*	110	6.4*	95	5.3*	14
COc1cc(-c2nc(-c3nnc(-c4ccc(F)c(Cl)c4)o3)c3ccccn23)cc(OC)c1OC	4.5*	64	3.2*	-31*	55	59	.	5.7*	15
CCOC(=O)CCC(=O)Oc1ccc2c(c1)C(=O)c1ccc(OC(=O)CCC(=O)OCC)cc1C2=O	89	.	92	99	102	101	116	113	108

The list goes on:
SMILES	SNB-19	HCC-2998	SNB-75	HCT-116	HCT-15	SW-620	SF-268	KM12	HT29
CCN(CC)CCOC(=O)C(c1ccccc1)C1CCCCC1 (stereo not drawn)	103&98	99&92	94&100	104&94	109&101	107&96	97&95	103&92	107&90
CCn1c(=O)c(C(c2ccc(C)cc2)c2c(O)c3ccccc3n(CC)c2=O)c(O)c2ccccc21	96	108	75	95	103	98	98	104	118
CCOC(=O)C(CC)C(=O)c1cccnc1 (stereo not drawn)	104	106	87	93	94	100	96	104	103
C=CC(=O)OCc1ccccc1	105	103	82	104	110	112	111	107	107
NC(=O)c1ccc(Oc2ccc(C(N)=O)cc2)cc1	102	109	97	112	105	120	104	103	106
CCOC(=O)C1=CNn2c(nc3sc4c(c3c2=O)CCN(C)C4)N(c2ccc(Cl)cc2)C1=N	109	107	87	87	102	113	99	92	93
CCOC(=O)C(CCC#N)(CCC#N)C(=O)OCC	100	98	81	97	99	100	99	106	111
c1ccc(Nc2nnc(-c3cccnc3)s2)cc1	92	101	95	.	96	101	102	101	100
CC(=O)O[C@H](C)[C@@H]1O[C@@H]2CC(=O)O[C@@H]2[C@H]1O	107	99	97	98	105	105	104	102	98
COc1ccccc1Cn1cc2c(c1)-c1oncc1CC2	38	-43*	14	9.0*	16	27	35	6.8*	9.9*
CSc1nc2c(=O)[nH]cnc2s1	111	103	73	97	97	111	129	.	105
Cc1ccc(-c2csc(NC(=O)CCCCl)n2)cc1	87	103	.	99	95	107	86	95	94
CCCCCCCCC(CC)(CC)C(=O)O	102	101	77	101	103	101	110	109	102
